IkB sig inh: IkB pathway inhibition in ABC-DLBCL cells | ABC-DLBCL IkBa-CBG/CBR dual luciferase ratio, 4 h; response scale: scaled: untreated 0%, proteasome inhibitor 100% | Potency, µM (series often up to 57.1 µM), without a hit: top-dose IkBa stabilization activation | hit rate 0.04% among 110,000 | AID 445; active = well fitted curve in the direction sought with a large enough effect in the signal ratio, not every such curve was filed as active; inconclusive = small, poorly fitted or top-dose-only effect, or a change in a side signal; the % refers to the signal ratio;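 note: the direction sought is a rising ratio; 0% = basal untreated cells and 100% = reference inhibitor full response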
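Luminescence ratio of IκBα-fused green versus native red beetle luciferase in OCI-Ly3 cells, 4 h post-doxycycline with compound; red signal alone, scaled from basal (0%) to zero light (-100%), flagged nonspecific or cytotoxic effects.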
p53ts 39C tox: kills p53ts cells at the nonpermissive temperature; hit rate 1.5% among 130,000; Potency, µM (titrated, usually from 46.1 µM), without a hit: at the top dose activity change, negative = cell killing, hits mostly cytotoxic; AID 902; H1299-p53A138V viability at 39C, ATP luminescence, 24 h; note: nearly all actives have a fitted effect of over 55% in size
p53ts 32C kill: kills p53ts cells at the permissive temperature; H1299-p53A138V at 32C, ATP luminescence viability, 24 h; Potency, µM (titrated, usually from 46.1 µM), inactives show top-dose activity change, negative = cytotoxicity, usual class: cytotoxic; hit rate 0.93% among 130,000; AID 924;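 note: 0% = DMSO and -100% = full killing by reference compound; nearly all actives have a fitted effect of over 55% in size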
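H1299-p53 A138V cells (temperature-sensitive p53) exposed 24 h to up to 46 uM compound at 32C, where p53 is wild-type in conformation. Viability read as ATP luminescence and normalised to DMSO and 100 uM tamoxifen. AC50 fitted with the Hill equation.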
Imprint erasure: genomic imprint erasure induction; hit rate 0.02% among 110,000; mouse ES Peg3-LacZ reporter, beta-gal luminescence, 40 h; AID 1948; Potency, µM (series often up to 60.7 µM), inactives show at the highest dose activity change, positive = activation, most hits filed as activators;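 note: 0% = negative control wells on the plate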
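Readout: BetaGlo luminescence (5 min, room temp) for LacZ from the normally silent maternal Peg3 allele in female Peg3LacZ-Neo ES cells. Cells 300/well, 40 h, 37C, 5% CO2. Data normalized per plate to negative controls.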
An asterisk follows results filed as active; u = inconclusive; x = no result given; [ ] = dose if it differs, or a comment. Unless noted, calls come from the whole dose curve; as a rule, active = well fitted curve in the direction sought with a large enough effect; inconclusive = small, poorly fitted or top-dose-only effect, or another doubt; inactive = no such curve, though single readings can be large; an effect the other way counts as inactive or inconclusive. Unless noted, % is set by controls: 0 for no effect and ±100 for the full control effect; potency is the fitted concentration of half-maximal effect.

SMILES | IkB sig inh | p53ts 39C tox | p53ts 32C kill | Imprint erasure
O=C(COc1ccc([N+](=O)[O-])cc1)Nc1nc2c(s1)CCCC2 | -2.0% | 12% | 7% | -9%[10.9 µM]
CC(=O)N1CC=C2C(C#N)=C(N)C(C#N)(C#N)C(CCc3ccccc3)C2C1 (stereo not drawn) | 2.0% | 1% | -10% | -12%
CNc1ncncc1-c1ccc(C(=O)N(C)C)cc1 | 1.0%[11.4 µM] | 2% | -3% | -20%
COCCCNc1ccnc2c(Cl)cccc12 | -0.8% | -17% | -11% | -12%
COc1ccc(CNC(=O)C(=O)NCC(c2ccc3c(c2)OCO3)N2CCOCC2)cc1 (stereo not drawn) | -0.9% | -5% | 0% | 10%[10.9 µM]
CCOc1ncccc1C(=O)Oc1ccc2c(c1)OCO2 | 0.9% | -1% | 4% | -6%
CC(C)c1ccc2c(c1)CC[C@@H]1[C@@](C)(CN)CCC[C@]21C | x | -11% | 1% | -6%
Cc1nc2cnc(N3CCNCC3)nc2n(Cc2cccs2)c1=O | -0.4%[11.4 µM] | -4% | 4% | -34%[inhibitor]
O=C(CCSc1nc(-c2ccco2)cc(C(F)(F)F)n1)N1CCN(c2ccccn2)CC1 | u | 2% | 6% | -13%
FC(F)(F)c1ccc(CN2C[C@@H]3C(c4ccc(Cl)nc4)C4(c5ccccc5)CC3(C4)[C@H]2c2ccccc2)cc1 (stereo partly drawn) | x | -12% | -6% | -6%
COc1ccc(-n2c(=O)c(C)nc3cnc(OC)nc32)cc1 | 2.9%[11.4 µM] | 10% | 14% | u
CSCCC(NC(=O)C1CCC(C)CC1)C(=O)NCc1ccco1 (stereo not drawn) | 0.1% | 5% | 8% | -3%
COc1ccc(OC)c(C2CC(=O)c3c([nH]c(C(=O)OCc4ccc(C)cc4)c3C)C2)c1 (stereo not drawn) | 11% | -23% | -7% | -15%[10.9 µM]
O=C(Nc1ccccc1C(=O)N1CCCC1)c1ccccc1 | x | 3% | 4% | x
Cc1nnc(SCCn2c(N3CCC(Cc4ccccc4)CC3)nc3c2c(=O)[nH]c(=O)n3C)s1 | 1.2% | -7% | 1% | -11%
Cc1nc(NCCO)c2nc(-c3ccccc3)n(CCCN(C)C)c2n1 | x | -3% | 0% | 0%
CC(=O)c1cccc(NC(=O)Nc2cc3sccc3n2C)c1 | 1.4% | 16% | 1% | -4%
CNC(=O)c1cc2c(n(-c3ccc(C)cc3)c1=O)CC(C)(C)CC2=O | 1.1% | 18% | 5% | -9%[10.9 µM]
CC(=O)Nc1cccc(C(=O)NCc2ccc3c(c2)CCN3C(=O)c2ccccc2)c1 | u | -20% | -8% | u
Cc1ccc2cc(CN(Cc3ccco3)C(=O)NC3CCCCC3)c(=O)[nH]c2c1C | x | 11% | 4% | x

Profiles from above:
`O=C(CCSc1nc(-c2ccco2)cc(C(F)(F)F)n1)N1CCN(c2ccccn2)CC1` is listed with IkB sig inh = u; p53ts 39C tox = 2%; p53ts 32C kill = 6%; Imprint erasure = -13%
`COc1ccc(CNC(=O)C(=O)NCC(c2ccc3c(c2)OCO3)N2CCOCC2)cc1` (stereo not drawn) is listed with IkB sig inh = -0.9%; p53ts 39C tox = -5%; p53ts 32C kill = 0%; Imprint erasure = 10%[10.9 µM]

Following part
SMILES | IkB sig inh | p53ts 39C tox | p53ts 32C kill | Imprint erasure
C=C(C)c1cccc(C(C)(C)NC(=O)N2CCCC(C(N)=O)C2)c1 (stereo not drawn) | -0.3% | 20% | -4% | -3%
CSC1=C(C#N)C(c2ccccc2Cl)C2=C(CCCC2=O)N1 (stereo not drawn) | -0.4% | 13% | 17% | -14%
COC(=O)C(CCSC)NC(=O)c1cc2c(n(-c3ccc(C)cc3)c1=O)CC(C)(C)CC2=O (stereo not drawn) | -0.6% | 15% | -2% | -8%[10.9 µM]
O=C1CC(c2ccccc2)n2nc(NC(=O)C3CCCO3)nc2N1 (stereo not drawn) | -0.2% | -3% | 1% | 3%
c1ccc2c(c1)nc1sccn12 | 0.1% | 4% | -1% | 0%
O=C(Nc1ccc2c(c1)nc1n2CCSC1)c1ccccc1 | u | 6.3µM* | 3.2µM* | -74%[inhibitor]
CCS(=O)(=O)N1CCc2cc(C(=O)Nc3cc(Cl)ccc3C)ccc21 | u | -4% | -8% | -11%[10.9 µM]
COc1ccc2cc(C(=O)NCc3ccc4c(c3)CCN4C(=O)c3ccccc3)[nH]c2c1 | -1.5% | -30% | 10% | -18%[10.9 µM]
Cc1ccc2nc(C3CCCN(C(=O)NCc4ccccc4)C3)[nH]c2c1 (stereo not drawn) | 0.5% | -10% | -15% | -9%
N#Cc1cccc(CSc2nnc(CCCO)n2-c2ccccc2)c1 | 0.4% | 5% | 3% | 8%
COC(=O)[C@H](C)NC(=O)C/C=C\[C@@H](C)[C@H]1C=C[C@H](O)[C@@H](CO)O1 | x | -3%[9.22 µM] | -5%[9.22 µM] | x
CCOC(=O)C1CCN(C(=O)COC(=O)COc2ccccc2OC)CC1 | 1.2% | 2% | 2% | -8%
C=CCNc1ncnc2c1cnn2-c1ccc(C)cc1C | -0.5% | -2% | -19% | 3%
CCc1cccc(C)c1NS(=O)(=O)c1c(C)nc2sccn2c1=O | -0.7% | -7% | 3% | -14%[10.9 µM]
O=c1cc(CSc2nnc(-c3ccccc3)o2)c2ccccc2[nH]1 | 1.1% | 2% | 7% | -4%
COc1ccccc1NC(=O)C(C)NS(=O)(=O)c1ccc(Cl)cc1 (stereo not drawn) | 0.1% | -14% | 7% | -3%
CCOC(=O)c1ccc(NC(=O)c2ncn(-c3ccccc3)n2)cc1 | u | -28% | -2% | 10%[10.9 µM]
CC1(C)CC(=O)c2cc(C#N)c(=O)n(-c3ccc(Cl)cc3)c2C1 | 0.3% | 10% | 10% | -2%[10.9 µM]
O=C(C1CC1)n1cc(C(=S)N2CCOCC2)c2ccccc21 | -2.0% | -7% | 2% | -8%
O=S(=O)(Nc1ncnc2sc3c(c12)CCC3)c1ccc(Cl)s1 | u | -12% | 3% | 22%
COC(=O)Nc1nnc(Cc2ccccc2)s1 | -0.8% | 4% | -1% | -6%
O=C(COc1ccccc1Cl)Nc1ccc2nc(SCC(=O)N3CCOCC3)sc2c1 | u | 11% | 0% | -12%[10.9 µM]
Cc1ccccc1-c1ccc2ncnc(N3CCNCC3)c2c1 | 1.1%[11.4 µM] | 16% | 21% | -22%
Cc1cc(C)c(C#N)c(SCc2ccc3c(c2)OCO3)n1 | 1.3% | -5% | -2% | -16%
Fc1ccc(-n2c(-c3ccco3)nc3nc4ccccc4nc32)cc1 | 0.4% | 2% | -5% | 7%
Cc1ccc(-n2nnc3c(SCC(=O)NCc4ccco4)ncnc32)cc1 | x | -20% | -19% | x
O=C(C1CC(c2ccc(F)cc2)=NO1)N1CCN(c2ccccc2)CC1 (stereo not drawn) | 1.6% | 0% | 2% | -9%
CCCOc1ccc(C(O)(CCC)CCN2CCCCC2)cc1 (stereo not drawn) | x | -15% | -5% | x
O=C(C1COc2ccccc2O1)N(Cc1cccnc1)c1nc2c(Cl)cccc2s1 (stereo not drawn) | 0.4% | -15% | 2% | 12%[10.9 µM]
Cc1ccc(OCCn2c(NC(=O)c3ccco3)nc3ccccc32)cc1 | 1.6% | u | -17% | 1%
CCC(=O)Nc1ccccc1-c1nc2ccccc2n(CC(=O)c2ccc(C)cc2)c1=O | -0.1% | -12% | 4% | -3%[10.9 µM]
CCCCN(CC)CCNC(=O)c1cc2c(=O)n(CC)c3ccccc3c2s1 | u | -19% | -2% | -7%[10.9 µM]
CCOc1ccc2nc(N3CCC(C(=O)N4CCN(c5ccccn5)CC4)CC3)sc2c1 | u | u | -27% | -9%
CCOC(=O)c1c(-c2ccco2)csc1N | 1.3% | -10% | 6% | -12%
C[N+](C)(C)CCOC(=O)CCC(=O)OCC[N+](C)(C)C | -2.4% | -7% | -7% | -4%
CCCCCOc1ccc(C2NC(=O)NC2=O)cc1 (stereo not drawn) | -2.3% | 4% | -3% | -10%
CCC(C)NC(=O)c1nn(-c2ccc(C)cc2)nc1CO (stereo not drawn) | -0.9% | -6% | -7% | -11%[10.9 µM]
CSc1ccc(CCNC(=O)CCCn2c(=O)c3cccn3c3ccccc32)cc1 | u | u | u | -17%[10.9 µM]
COc1ccc(OC)c(S(=O)(=O)N2CCC(n3c(C)nc4cccnc43)CC2)c1 | -3.0% | -19% | 3% | -12%[10.9 µM]
O=C(O)c1c2c(nc3ccc(F)cc13)CCC2 | x | -7% | 3% | x
CC(C)(C)C1(c2ccccc2)NC(=O)N(CC(=O)N2CCOCC2)C1=O (stereo not drawn) | -1.1% | 4% | 6% | -8%
Cc1ccccc1Cn1c(=N)n(CC(O)c2ccco2)c2ccccc21 (stereo not drawn) | 1.4% | 2% | 1% | -14%
Cc1c(Cl)cccc1NC(=O)c1cnc2sc(N3CCOCC3)nn2c1=O | -1.4% | -9% | -5% | -8%[10.9 µM]
Cc1cc(N2CCN(C(=O)c3ccco3)CC2)n2nc(C)c(-c3ccccc3)c2n1 | 1.0% | 1% | -2% | -4%
COc1ccc(CNC(=O)CN(c2ccccc2OC)S(=O)(=O)c2ccc(C)cc2)cc1 | u | 46%[activator] | -4% | 16%[10.9 µM]
O=C(NCc1cccs1)c1nc2c(nnn2Cc2ccccc2Cl)c(=O)[nH]1 | u | 3% | -2% | -10%
C=CCOc1ccc(C2C(C(=O)c3ccco3)=C(O)C(=O)N2Cc2cccnc2)cc1 (stereo not drawn) | -7.4% | 14% | 6% | -11%

Grouped by structure, the compounds so far containing a halogen
SMILES | IkB sig inh | p53ts 39C tox | p53ts 32C kill | Imprint erasure
COCCCNc1ccnc2c(Cl)cccc12 | -0.8% | -17% | -11% | -12%
O=C(CCSc1nc(-c2ccco2)cc(C(F)(F)F)n1)N1CCN(c2ccccn2)CC1 | u | 2% | 6% | -13%
FC(F)(F)c1ccc(CN2C[C@@H]3C(c4ccc(Cl)nc4)C4(c5ccccc5)CC3(C4)[C@H]2c2ccccc2)cc1 (stereo partly drawn) | x | -12% | -6% | -6%
CSC1=C(C#N)C(c2ccccc2Cl)C2=C(CCCC2=O)N1 (stereo not drawn) | -0.4% | 13% | 17% | -14%
CCS(=O)(=O)N1CCc2cc(C(=O)Nc3cc(Cl)ccc3C)ccc21 | u | -4% | -8% | -11%[10.9 µM]
COc1ccccc1NC(=O)C(C)NS(=O)(=O)c1ccc(Cl)cc1 (stereo not drawn) | 0.1% | -14% | 7% | -3%
CC1(C)CC(=O)c2cc(C#N)c(=O)n(-c3ccc(Cl)cc3)c2C1 | 0.3% | 10% | 10% | -2%[10.9 µM]
O=S(=O)(Nc1ncnc2sc3c(c12)CCC3)c1ccc(Cl)s1 | u | -12% | 3% | 22%
O=C(COc1ccccc1Cl)Nc1ccc2nc(SCC(=O)N3CCOCC3)sc2c1 | u | 11% | 0% | -12%[10.9 µM]
Fc1ccc(-n2c(-c3ccco3)nc3nc4ccccc4nc32)cc1 | 0.4% | 2% | -5% | 7%
O=C(C1CC(c2ccc(F)cc2)=NO1)N1CCN(c2ccccc2)CC1 (stereo not drawn) | 1.6% | 0% | 2% | -9%
O=C(C1COc2ccccc2O1)N(Cc1cccnc1)c1nc2c(Cl)cccc2s1 (stereo not drawn) | 0.4% | -15% | 2% | 12%[10.9 µM]
O=C(O)c1c2c(nc3ccc(F)cc13)CCC2 | x | -7% | 3% | x
Cc1c(Cl)cccc1NC(=O)c1cnc2sc(N3CCOCC3)nn2c1=O | -1.4% | -9% | -5% | -8%[10.9 µM]
O=C(NCc1cccs1)c1nc2c(nnn2Cc2ccccc2Cl)c(=O)[nH]1 | u | 3% | -2% | -10%

From PubChem
